IkB signaling: IkB pathway inhibition in ABC-DLBCL cells. hit rate 0.04% among 110,000. ABC-DLBCL IkBa-CBG/CBR dual luciferase ratio, 4 h; response scale: scaled: untreated 0%, proteasome inhibitor 100%. Potency, µM (series often up to 57.1 µM), inactives show top-dose IkBa stabilization activation; active = well fitted curve in the direction sought with a large enough effect in the signal ratio, not every such curve was filed as active; inconclusive = small, poorly fitted or top-dose-only effect, or a change in a side signal; the % refers to the signal ratio;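 also: the direction sought is a rising ratio; 0% = basal untreated cells and 100% = reference inhibitor full response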
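In this assay, an IκBα–CBG68 fusion accumulates when IKK-driven degradation is blocked; native CBR normalizes for cell number. OCI-Ly3 cells were treated 4 h with compound and doxycycline, then green and red light read after Chroma-Glo addition.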
p53ts 32C kill: cytotoxicity in p53ts cells at permissive temperature. H1299-p53A138V at 32C, ATP luminescence viability, 24 h. Potency, µM (series often up to 46.1 µM), for the others: at the top dose activity change, negative = cytotoxicity, usual class: cytotoxic. AID 924. hit rate 0.93% among 130,000;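 also: 0% = DMSO and -100% = full killing by reference compound; nearly all actives have a fitted effect of over 55% in size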
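Cells: H1299 p53ts (A138V), 600/well, pre-incubated 16–30 h at 37C. Cpd up to 46 uM, 24 h, 32C. Readout: ATPlite luminescence, 20 min RT. Normalization: DMSO vs tamoxifen 100 uM. AC50 by Hill equation.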
p53ts 39C kill: p53ts cell cytotoxicity, nonpermissive temperature. H1299-p53A138V viability at 39C, ATP luminescence, 24 h. hit rate 1.5% among 130,000. AID 902. Potency, µM (highest dose often 46.1 µM), without a hit: at the top dose activity change, negative = cell killing, usual class: cytotoxic; also: nearly all actives have a fitted effect of over 55% in size
Imprint erasure: genomic imprint erasure induction | mouse ES Peg3-LacZ reporter, beta-gal luminescence, 40 h | hit rate 0.02% among 110,000 | Potency, µM (doses to about 60.7 µM), for the others: top-dose activity change, positive = activation, actives largely listed as activators;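 also: 0% = negative control wells on the plate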
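Imprint erasure is scored as LacZ activity from the silenced maternal Peg3 allele in feeder-free female ES cells cultured 40 h with LIF. Luminescence is normalized to in-plate negative controls and fitted to the Hill equation.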
Starred values were filed as active, the others as inactive; ? = inconclusive; · = no result given; & = joins results of further samples; [ ] = remark or other dose. Unless noted, calls follow the shape of the dose curve; as a rule, active = well fitted curve in the direction sought with a large enough effect; inconclusive = small, poorly fitted or top-dose-only effect, or another doubt; inactive = no such curve, though single readings can be large; an effect the other way counts as inactive or inconclusive. Unless noted, % is scaled to controls: 0 for no effect and ±100 for the full control effect; potency is read from the fitted curve at half-maximal effect. This is a random part of the collection; any-hit rate near 1.7%.

Under each structure: p53ts 32C kill | IkB signaling | Imprint erasure | p53ts 39C kill
O=C(CCS(=O)(=O)Cc1ccccc1)Nc1nc2c(s1)CCCC2
  6% | 5.4% | -24% | 18%
Cc1nc2nc(NCc3ccc(Br)cc3)[nH]n2c(=O)c1Cc1ccccc1
  -15% | ? | 15%[10.9 µM] | 12%
COc1ccccc1NC(=O)CN1C(=O)CCSc2ccccc21
  10% | 3.3% | -7%[10.9 µM] | -28%
Cc1ccc(C(=O)Nc2ccc3nc(SCC(=O)N4CCc5ccccc54)sc3c2)cc1
  -21% | 1.2% | -10%[10.9 µM] | -1%
CCCCCCCCC(=O)N/N=C(\C)c1cccnc1
  11% | · | · | 10%
OC(CCCN1CCCCC1)(c1ccccc1)c1ccccc1
  -6%[20.6 µM] | -0.6%[25.6 µM] | -15%[16.8 µM] | -4%[20.6 µM]
CCOc1cc(NC(=O)c2ccco2)c(OCC)cc1NC(=O)COc1ccccc1C
  4% | 0.7% | -5% | -3%
CCOc1ccc(N2CC(C(=O)NC(C)C)CC2=O)cc1 (stereo not drawn)
  -5% | 0.2% | -2% | -7%
CC1CCc2cc(F)ccc2N1C(=O)c1cc2nc(-c3ccco3)cc(C(F)(F)F)n2n1 (stereo not drawn)
  -1% | ? | -24% | -18%
N[C@H](Cc1cc(I)c(Oc2ccc(O)c(I)c2)c(I)c1)C(=O)O
  11%[20.6 µM] | 9.9%[25.6 µM] | 9%[16.8 µM] | 11%[20.6 µM]
COc1ccc(N2CCN(C(=O)CSc3nc(-c4ccc(C(C)C)cc4)no3)CC2)cc1
  -22% | -0.7% | -8%[10.9 µM] | -13%
CCN(C(=O)C(=O)Nc1ccc2nc3n(c(=O)c2c1)CCCCC3)c1ccc(F)cc1
  1% | ? | 14%[10.9 µM] | -25%
CCOC(=O)c1cccc(NC(=O)CN(c2ccc(OC)cc2)S(=O)(=O)c2c(C)noc2C)c1
  7% | ? | -13% | 4%
CN1CCN(c2ncc3nc(-c4cn(C)c5ccccc45)c(=O)n(C)c3n2)CC1
  0% | 1.3%[11.4 µM] | 0% | 0%
CCC(=O)C1=C(c2ccccc2)N(C(=O)CC)n2c(nnc2-c2ccccc2)S1
  8% | ? | -11%[10.9 µM] | 16%
CC(C)CNC(=O)COC(=O)CCC(=O)c1cccs1
  -14% | · | · | -5%
Cc1cccc(Cn2c(C)c(CNC3CCCCC3)c(C(=O)O)c2C)c1
  -6% | 1.9% | -10%[10.9 µM] | 17%
CCn1nnc(NC(=O)CSc2ccc(Cl)cc2)n1
  7% | 5.1% | -11% | 9%
Cc1cc(C)cc(NC(=O)CSc2nc3c(oc4ccccc43)c(=O)n2-c2ccccc2F)c1
  15% | ? | 8%[10.9 µM] | 0%
COc1ccc(N2CC(C(=O)NCc3ccccc3)CC2=O)cc1 (stereo not drawn)
  -3% | 0.6% | -2% | 4%

An excerpt of these results, tab-delimited.
Structure	p53ts 32C kill	IkB signaling	Imprint erasure	p53ts 39C kill
CCOc1ccc(N2CC(C(=O)NC(C)C)CC2=O)cc1 (stereo not drawn)	-5%	0.2%	-2%	-7%
CC1CCc2cc(F)ccc2N1C(=O)c1cc2nc(-c3ccco3)cc(C(F)(F)F)n2n1 (stereo not drawn)	-1%	?	-24%	-18%
N[C@H](Cc1cc(I)c(Oc2ccc(O)c(I)c2)c(I)c1)C(=O)O	11%[20.6 µM]	9.9%[25.6 µM]	9%[16.8 µM]	11%[20.6 µM]
COc1ccc(N2CCN(C(=O)CSc3nc(-c4ccc(C(C)C)cc4)no3)CC2)cc1	-22%	-0.7%	-8%[10.9 µM]	-13%
CCN(C(=O)C(=O)Nc1ccc2nc3n(c(=O)c2c1)CCCCC3)c1ccc(F)cc1	1%	?	14%[10.9 µM]	-25%
CCOC(=O)c1cccc(NC(=O)CN(c2ccc(OC)cc2)S(=O)(=O)c2c(C)noc2C)c1	7%	?	-13%	4%
CN1CCN(c2ncc3nc(-c4cn(C)c5ccccc45)c(=O)n(C)c3n2)CC1	0%	1.3%[11.4 µM]	0%	0%
CCC(=O)C1=C(c2ccccc2)N(C(=O)CC)n2c(nnc2-c2ccccc2)S1	8%	?	-11%[10.9 µM]	16%
CC(C)CNC(=O)COC(=O)CCC(=O)c1cccs1	-14%	·	·	-5%
Cc1cccc(Cn2c(C)c(CNC3CCCCC3)c(C(=O)O)c2C)c1	-6%	1.9%	-10%[10.9 µM]	17%

Other compounds follow.
Under each structure: p53ts 32C kill | IkB signaling | Imprint erasure | p53ts 39C kill
Cc1cc(C)c(NC(=O)Cn2c(=O)n(CC3CCCO3)c(=O)c3ccccc32)c(C)c1 (stereo not drawn)
  8% | -1.3% | 1%[10.9 µM] | 11%
CCOc1ccc(S(=O)(=O)NCCc2csc3nc(-c4ccc(F)cc4)nn23)cc1
  -11% | 3.9% | -16%[10.9 µM] | ?
CCc1ccc(NC(=O)Cn2c(-c3cncs3)nc3ccccc32)cc1
  -2% | ? | -11%[10.9 µM] | -12%
CCOC(=O)N1CCN(C(=O)CCCn2nc(C)c3sc4ccccc4c3c2=O)CC1
  -11% | ? | -19% | 9%
CC(=O)N(CCCN(C)C)CCC(C)CCC=C(C)C (stereo not drawn)
  -4% | 0.7% | -30% | -4%
CC1=C(C(=O)Nc2cc(-c3cccc(F)c3)[nH]n2)C2(CCCCC2)OC1=O
  8% | ? | -16% | 27%
COC(=O)c1cccc(NC(=O)N(C)CCc2c(C)nn(C)c2C)c1
  -14% | 1.1% | 6%[10.9 µM] | -7%
COC(=O)C1=C(C)NC(=O)C1(NC(=O)CN1CCCC1=O)C(F)(F)F (stereo not drawn)
  4% | -1.6% | -12% | 14%
O=C(Cn1c(NCCCO)nc2ccccc21)c1ccco1
  4% | 0.0% | 3% | -18%
COc1ccc(-c2nc(SCC(=O)NC3CCCC3)c(-c3ccccc3)[nH]2)cc1OC
  2% | ? | -6%[10.9 µM] | -22%
CCCC12CN3CC(C)(CN(C1)C3c1cn(C)c3ccccc13)C2=O (stereo not drawn)
  4% | 2.5% | -9%[10.9 µM] | -13%
COc1ccc(Cl)cc1NS(=O)(=O)c1c(C)[nH]c(=O)[nH]c1=O
  4% | -4.2% | -7%[10.9 µM] | ?
COc1ccc(C2CC(=O)c3c([nH]c(C(=O)OC4CCCCCC4)c3C)C2)cc1 (stereo not drawn)
  -5% | ? | -19%[10.9 µM] | ?
Cc1ccc2[nH]c(CSc3nnc(NC(=O)c4ccccc4F)s3)cc(=O)c2c1
  -1% | -2.5% | -11%[10.9 µM] | -4%
CCNc1nc(NC(C)C)nc(Oc2ccc(OCCOc3ccc(C)cc3)nn2)n1
  -3% | 0.6% | -15% | 0%
O=C1Nc2ccc(S(=O)(=O)NCCC3=CCCCC3)c3cccc1c23
  -1% | ? | -11% | -6%
Cc1c(NC(=O)N(C)C)c(=O)n(-c2ccccc2)n1C
  -1% | · | · | 19%
Cn1c(=O)c2c(nc(N/N=C\c3ccccc3C(=O)O)n2C)n(C)c1=O
  10%[9.22 µM] | 0.8%[11.4 µM] | -12%[10.9 µM] | 7%[9.22 µM]
CN1C(=O)CC(N2CCC(C(N)=O)CC2)C1=O (stereo not drawn)
  8% | · | · | 15%
CC(C)Cn1cc(NC(=O)Nc2cccc(C(F)(F)F)c2)c2ccccc2c1=O
  -3% | 2.1% | 13%[10.9 µM] | ?
Cc1ccccc1-c1nc(CS(=O)(=O)CC(=O)NCc2ccccc2)c(C)o1
  -8% | 1.6% | -14% | -7%
COCCCN1C(=O)c2[nH]nc(-c3ccccc3O)c2C1c1cccc(Cl)c1 (stereo not drawn)
  34%[activator] | ? | -21% | 1%
CCOc1ccccc1N(CC(=O)N1CCCCCC1)S(C)(=O)=O
  2% | 0.7% | -2% | 3%
COc1ccccc1CNC(=O)CCCn1c(=O)c2ccccc2n(Cc2ccc(F)cc2)c1=O
  -1% | ? | -18%[10.9 µM] | -28%
CC(C)c1ccc(S(=O)(=O)c2nnn3c2nc(NCc2cccs2)c2sccc23)cc1
  -5% | -0.7% | -15%[10.9 µM] | -7%
O=c1[nH]ncc2c3ccccc3n(Cc3ccccc3F)c12
  5% | · | · | -10%
Cc1cccc(NC(=O)CCn2nc(C)c3c(C)n(-c4ccccc4)nc3c2=O)c1C
  5% | -0.2% | -6%[10.9 µM] | 13%
c1ccc(-c2nc(-c3ccco3)cs2)nc1
  -13% | -0.7% | -48%[inhibitor] | -19%
Cc1ccc(S(=O)(=O)N2CCC(C(=O)N[C@@H](C)C(=O)NCCc3ccccc3)CC2)cc1
  5% | -0.9% | -14% | -4%
Cc1cc(C)cc(OCC(=O)Nc2ccc(N3CCN(S(C)(=O)=O)CC3)cc2)c1
  4% | 1.0% | 1% | 2%
Cn1c(=O)c2sccc2n2c(CCC(=O)NCc3ccccc3)nnc12
  -4% | 2.5% | 22%[10.9 µM] | 49%[activator]
CCOC(=O)C1CCCN(C(=O)CNC(=O)Cn2ccc3ccccc3c2=O)C1 (stereo not drawn)
  2% | -0.9% | -11% | -5%
CCN(CC)S(=O)(=O)c1ccc(C(=O)C(C#N)c2ccccn2)cc1 (stereo not drawn)
  2% | -0.5% | -7% | -18%
COc1ccc(N=C2C(=Nc3ccc(OC)cc3)N(c3ccc(OC)cc3)C(=S)N2C(=O)c2ccc(OC)cc2)cc1
  -2% | · | · | 6%
Cc1cc(C(=O)Nc2cccnc2)on1
  2% | -1.3% | -8% | 10%
COc1cccc(N2CCN(C(=O)C3CCCN(S(=O)(=O)c4cnc[nH]4)C3)CC2)c1 (stereo not drawn)
  -4% | -1.5% | -4% | -2%
COCCN(C(=O)Cc1cccs1)c1nnc(-c2ccncc2)s1
  -1% | -2.6% | -6% | 3%
CCC(C)(C(=O)NC1CCCC1)N(CC1CCCO1)C(=O)CNC(=O)c1ccccc1 (stereo not drawn)
  7% | -0.2% | -11% | 0%
Clc1ccc(Cn2cccc2C2=NCCO2)cc1
  4% | 0.9% | -4% | -12%
CCN(c1ccccc1)c1nnc(NC(=O)Nc2ccc(Br)cc2F)s1
  4% | 2.1% | -3%[10.9 µM] | 8%
CCOc1cccc(N2C(=O)CC(n3cnc4ccccc43)C2=O)c1 (stereo not drawn)
  6% | 0.1% | -8% | 2%
CCc1nn2c(=O)cc(COC(=O)c3cccc(NC(=O)c4ccccc4Cl)c3)nc2s1
  -1% | ? | -20%[10.9 µM] | -5%
COc1ccc2c(c1)C(C)=CC(C)(C)N2C(=O)C(C)N1C(=O)c2ccccc2C1=O (stereo not drawn)
  4% | 0.7% | -11% | -4%
Nc1nn(-c2ccccc2)nc1C(=O)OCc1ccccc1
  -12% | 2.3% | 5%[10.9 µM] | -15%
CCCC(=O)OC1CC(C)N(C(=O)c2ccccc2)c2ccc(C)cc21 (stereo not drawn)
  8% | · | · | -1%
COc1ccc2c(c1)NC(c1cccnc1)=NC(c1ccc(F)cc1)=N2
  8% | ? | -5%[10.9 µM] | -20%
O=C(CN1C(=O)c2cccc3cccc1c23)Nc1cccnc1
  -2% | 0.3% | -6% | 8%
COc1cn(CC(=O)Nc2cccc(C)c2C)c(CN2CCCCC2)cc1=O
  -3% | 0.6% | -11%[10.9 µM] | -19%
CCOc1ccc(NC(=O)c2ccccc2NC(=O)CN2CCN(C(C)=O)CC2)cc1
  5% | 0.1% | -6% | -3%
CCCCn1c(CCCNC(=O)c2cccc(C)c2)nc2ccccc21
  -20% | ? | -8%[10.9 µM] | 5%

Additional results
Under each structure: p53ts 32C kill | IkB signaling | Imprint erasure | p53ts 39C kill
CC(=O)OC(C)C[N+](C)(C)C (stereo not drawn)
  5% | · | -5%&-1% | 4%
COc1cc(C(=O)Nc2ccc3nn(-c4ccc(F)cc4)nc3c2)cc(OC)c1OC
  -11% | 2.4% | -12%[10.9 µM] | 20%
O=C(Cn1nnc(-c2ccc3c(c2)OCO3)n1)N1CCOCC1
  6% | -0.5% | -5% | 6%
O=P(c1ccccc1)(c1ccccc1)C(c1ccco1)N1CCOCC1 (stereo not drawn)
  4% | -0.9% | -11% | -11%
CCOC(=O)C(C)NC(=O)c1c(C)oc2ncn(CC(C)C)c(=O)c12 (stereo not drawn)
  -4% | 2.4% | -9%[10.9 µM] | 6%
COc1ccccc1N1CCN(S(=O)(=O)c2ccccc2F)CC1
  1% | 0.9% | -11% | -4%
CN(CCNC(=O)CN1CCN(Cc2ccccc2Cl)C1=O)Cc1ccccc1
  11% | 0.4% | -13% | -8%

Screening results (PubChem BioAssay)
